Screening results as filed in PubChem BioAssay.
3CLpro inhibitor = SARS-CoV 3CLpro protease inhibition. P0C6X7. hit rate 0.14% among 290,000. recombinant SARS-CoV 3CLpro, quenched FRET peptide cleavage. inhibition, % at 6 µM; in the data active = inhibition above about 12%
FBA Mtb inh = inhibits M. tuberculosis FBA enzyme | AID 588726 | purified M. tuberculosis FBA, fluorescence read-out | inhibition, % at 1 µM | hit rate 2.3% among 360,000 | P9WQA3; in the data active = inhibition above about 27%;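 also: 0% = vehicle and 100% = reference inhibitor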
Target sequence (P9WQA3 whole entry, looked up): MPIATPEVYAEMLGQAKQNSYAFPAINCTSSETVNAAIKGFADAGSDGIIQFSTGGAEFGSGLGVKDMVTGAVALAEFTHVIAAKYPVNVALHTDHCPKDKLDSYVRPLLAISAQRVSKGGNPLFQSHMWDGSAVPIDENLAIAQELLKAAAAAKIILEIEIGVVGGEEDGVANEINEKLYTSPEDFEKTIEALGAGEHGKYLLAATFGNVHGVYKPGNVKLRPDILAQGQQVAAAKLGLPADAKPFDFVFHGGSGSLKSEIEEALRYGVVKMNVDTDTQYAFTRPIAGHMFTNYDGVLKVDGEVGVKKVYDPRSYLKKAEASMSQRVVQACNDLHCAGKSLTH
GDH-TPI inh = inhibits GDH-TPI coupling enzymes, artifact for Mtb FBA screen | inhibition, % at 4.8 µM | GDH-TPI coupled enzyme counterscreen, NADH absorbance | AID 588335 | hit rate 1.2% among 360,000; in the data active = inhibition above about 30%;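 also: 0% = DMSO wells and 100% = wells lacking the enzyme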
DUSP3 inh = blocks human VHR1 dual specificity phosphatase. P51452. recombinant VHR phosphatase, pNPP absorbance. inhibition, % at 13.3 µM. hit rate 0.52% among 290,000. AID 1654; in the data active = inhibition above about 50%; also: some compounds called inactive have numbers as strong as hits
Rv3671c protease = inhibits the M. tuberculosis serine protease Rv3671c; P9WHR9; inhibition, % at 5.96 µM; hit rate 0.048% among 320,000; in the data active = inhibition above about 38%;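 also: extracellular domain of Rv3671c used as enzyme; 0% = enzyme with DMSO and 100% = no enzyme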
PriA SSB inh = inhibitors of Klebsiella pneumoniae PriA binding to SSB C-terminal tail; inhibition, % at 33 µM; AlphaScreen SSBct-PriA binding, biotinylated peptide; hit rate 0.6% among 430,000; AID 1272365; in the data active = inhibition mostly above about 37%, no sharp cut-off; inactive = mostly below about 20%;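 also: plate controls were negative control peptide for no effect and reference peptide for full effect; strong numbers were not always called active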
BH1578 lux ind = induces V. cholerae light production without autoinducers | hit rate 0.16% among 350,000 | V. cholerae BH1578 lux reporter, luminescence, 6 h | activation, % at 18.7 µM; in the data active = activation mostly above about 9.7%, no sharp cut-off; also: not every result past the cut was called active; inactives centre near 0; reference of the scale not given here
BioA inh = blocks M. tuberculosis BioA enzyme activity. inhibition, % at 9.99 µM. AID 602481. hit rate 0.096% among 360,000. purified M. tuberculosis BioA enzyme, plate reader; in the data active = inhibition above about 40%
MazF activator = increases E. coli MazEF RNase cleavage of RNA; activation, % at 20 µM; AID 504720; P0AE70; hit rate 0.32% among 350,000; FAM/BHQ RNA-DNA oligo cleavage fluorescence, 5 h; in the data active = activation above about 50%
Target sequence (P0AE70 whole entry, looked up): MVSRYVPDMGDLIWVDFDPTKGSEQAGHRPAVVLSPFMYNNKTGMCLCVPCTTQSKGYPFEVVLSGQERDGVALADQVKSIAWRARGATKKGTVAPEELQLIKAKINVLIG
Mtb UGM inh = blocks M. tuberculosis UGM enzyme; P9WIQ1; purified UGM, fluorescence polarization probe displacement; inhibition, % at 10 µM; hit rate 0.06% among 320,000; AID 504406; in the data active = inhibition above about 10%, passing the limit was not always enough
Target sequence (P9WIQ1 whole entry, looked up): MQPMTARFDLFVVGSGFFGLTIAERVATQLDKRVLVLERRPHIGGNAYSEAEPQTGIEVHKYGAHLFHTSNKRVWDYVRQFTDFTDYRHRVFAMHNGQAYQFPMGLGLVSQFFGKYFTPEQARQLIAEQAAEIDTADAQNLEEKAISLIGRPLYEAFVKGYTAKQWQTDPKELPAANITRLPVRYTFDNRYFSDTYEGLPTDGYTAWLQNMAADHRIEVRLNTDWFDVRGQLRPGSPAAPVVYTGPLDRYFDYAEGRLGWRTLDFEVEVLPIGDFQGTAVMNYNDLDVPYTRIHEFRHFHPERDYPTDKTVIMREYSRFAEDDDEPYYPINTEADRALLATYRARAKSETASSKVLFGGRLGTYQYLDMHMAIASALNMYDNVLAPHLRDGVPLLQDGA
Numbers without * were called inactive; i = inactive; x = no result given.

canonical_smiles,3CLpro inhibitor,FBA Mtb inh,GDH-TPI inh,DUSP3 inh,Rv3671c protease,PriA SSB inh,BH1578 lux ind,BioA inh,MazF activator,Mtb UGM inh
O=C(O)CCc1ccc(-c2cccs2)n1CC1CCCO1 (configuration not stated),-1,11,8,6,-4,-11,-0.3,-2.0,-1,1.2
COc1cccc2cc(-c3cn4cccc(C)c4n3)c(=O)oc12,-4,4,11,x,-5,-5,-0.3,1.1,-3,-1.3
COc1ccc(OC)c(CNC(=O)C2CCN(S(=O)(=O)N3CCC(C)CC3)CC2)c1,-7,-2,9,-13,7,10,0.9,0.9,1,-0.7
O=C(COC(=O)c1ccc[nH]c1=O)NCCCc1ccccc1,x,2,-4,x,4,-9,i,2.6,5,-0.7
CSc1c[n+]2c(n1C)CCC2,1,-1,-1,-2,-6,0,i,-0.9,1,0.2
O=C(COC(=O)c1ccc2c(c1)OCO2)NC1CCCCC1,x,1,0,x,4,3,5.0,-0.9,-1,0.1
O=C(Nc1cnc2ccccn2c1=O)c1ccc(Cl)cc1Cl,2,-3,8,13,-13,-11,-0.6,0.2,-3,-1.7
CC1CCN(S(=O)(=O)N2CCC(C(=O)NCc3ccc4c(c3)OCO4)CC2)CC1,4,0,-1,29,-4,-6,-0.3,0.2,1,0.8
Cc1onc(-c2ccccc2)c1C(=O)NNC(=S)NC(=O)/C=C/c1cccs1,-2,0,63*,3,19,-3,-0.2,-1.5,6,3.3
COc1ccc(C(CNC(=O)C(CCSC)NC(=O)c2ccccc2OC)N2CCCCC2)cc1 (configuration not stated),-2,0,2,-9,-10,2,-0.4,-1.2,-4,1.0
CCc1ccc(N2CCN(CCNC(=O)Nc3ccccc3)CC2)cc1,0,-3,5,36,-4,5,-3.8,-1.3,8,-1.9
Clc1cc(NCc2ccccc2)ncn1,x,-1,6,x,3,-35,i,-0.5,3,-6.5
COC(=O)c1ccc(C2CC(=O)Nc3cc(OC)c(OC)c(OC)c32)cc1 (configuration not stated),-2,4,8,-8,6,-6,-0.6,5.4,2,-1.6
CCOc1cc(/C=C/C(=O)c2ccc(OC)c(CN3CCOCC3)c2)cc(Br)c1O,2,-16,8,13,4,-7,-0.5,0.2,0,-9.7
O=C(c1ccc(Cl)cc1)C1CCCN(Cc2cccc3cnccc23)C1 (configuration not stated),0,-2,-15,22,5,9,-0.4,0.4,-15,-1.1
CCc1nnc(NC(=O)C=C(C)C)s1,0,3,-1,13,7,-10,i,-0.6,9,2.8
CCOC(=O)N1CCN(C(=O)CSc2cc(C)nc3c(-c4ccccc4OC)c(C)nn23)CC1,3,-1,-2,-2,0,-2,i,-0.9,-3,4.1
CN(C)CC(C)(C)CNC(=O)c1cc(Br)cc(Br)c1O,5,-1,3,18,10,-2,-0.3,x,0,-2.5
O=CC1=C(N2CCOCC2)/C(=C/c2ccc(Cl)cc2)CC1,3,4,7,4,-1,-3,-0.5,x,-3,0.5
CN(C)S(=O)(=O)c1ccc(C(=O)Nc2cccc(C(=O)N3CCOCC3)c2)cc1,3,4,-5,6,-3,-7,1.0,-2.0,-2,-2.1
COc1cc(/C=N/NC(=O)c2ccc(N)cc2)ccc1OC(=O)c1cccc(C)c1,0,2,4,8,x,x,i,-2.4,-1,1.7
O=C(NCc1ccc(F)cc1)c1cccc(S(=O)(=O)N2CCCC2)c1,11,1,5,-11,-1,-5,-0.7,-1.4,-9,1.3
CCC(=O)NC(=S)Nc1ccc(NC(=O)CC)cc1,-2,4,10,-4,6,-6,i,-1.5,-1,-0.7
CCCS(=O)(=O)N1CCN(CCN2C(=O)c3cccc4cccc(c34)C2=O)CC1,-1,1,11,22,-1,2,-0.6,x,13,2.5
Cc1ccc(CN2CCN(/N=C/c3cc(Br)cc(Br)c3O)CC2)c(C)c1,4,4,15,43,-18,x,-0.2,x,3,3.9

Of the compounds above, 3 have four or more nitrogen atoms.
canonical_smiles,3CLpro inhibitor,FBA Mtb inh,GDH-TPI inh,DUSP3 inh,Rv3671c protease,PriA SSB inh,BH1578 lux ind,BioA inh,MazF activator,Mtb UGM inh
Cc1onc(-c2ccccc2)c1C(=O)NNC(=S)NC(=O)/C=C/c1cccs1,-2,0,63*,3,19,-3,-0.2,-1.5,6,3.3
CCc1ccc(N2CCN(CCNC(=O)Nc3ccccc3)CC2)cc1,0,-3,5,36,-4,5,-3.8,-1.3,8,-1.9
CCOC(=O)N1CCN(C(=O)CSc2cc(C)nc3c(-c4ccccc4OC)c(C)nn23)CC1,3,-1,-2,-2,0,-2,i,-0.9,-3,4.1

Copied from the list:
For PriA SSB inh, `COc1ccc(C(CNC(=O)C(CCSC)NC(=O)c2ccccc2OC)N2CCCCC2)cc1` (configuration not stated) has the entry 2
For MazF activator, `CCC(=O)NC(=S)Nc1ccc(NC(=O)CC)cc1` has the entry -1

The listing continues:
canonical_smiles,3CLpro inhibitor,FBA Mtb inh,GDH-TPI inh,DUSP3 inh,Rv3671c protease,PriA SSB inh,BH1578 lux ind,BioA inh,MazF activator,Mtb UGM inh
CCc1nc2c(OCCn3cccc3)cccn2c1N(C)C(=O)c1ccccc1F,x,4,15,x,x,x,i,-0.5,x,x
O=C(CSc1ncn[nH]1)N1c2ccccc2Sc2ccccc21,-1,0,3,17,1,-6,3.6,x,3,-1.4
O=C(/C=C/c1ccco1)OCc1nnc(-c2ccccc2)o1,0,1,3,24,2,-20,-0.5,x,6,-1.4
Cc1ccc(OC(=O)c2ccccc2C(=O)OCC(F)(F)C(F)F)cc1,9,1,-8,8,2,-93,-0.2,3.0,-3,-0.5
O=C(Nc1ccccc1Cl)NC1(C(=O)N2CCCC2)CCCCC1,6,0,3,3,1,-3,i,-1.2,2,2.7
Cn1c(=O)cc(SCC(=O)NCCC2=CCCCC2)c2ccccc21,-4,2,12,-10,-6,-11,-0.6,0.3,-8,2.8
COc1ccc(S(=O)(=O)N2CCN(c3ccccc3)CC2)cc1,0,3,4,30,1,-9,-0.1,x,-2,2.5
CCCS(=O)(=O)c1c(S(=O)(=O)CCC)c2c(N)cccn2c1C(=O)c1ccc(Br)cc1,6,-1,9,9,-3,13,-1.3,-0.2,2,1.9
COc1ccc(C(=O)N2CCCC2)cc1,-3,2,10,-1,-3,-13,1.2,-1.3,-3,3.1
Cn1c(N2CCCCC2)nc2c1c(=O)n(Cc1cccc(Br)c1)c(=O)n2C,2,2,1,21,x,8,-4.5,-0.8,16,x
O=C(Nc1ccc(S(=O)(=O)N2CCCC2)cc1)C1CCCCC1,-1,0,-2,-4,2,-16,-4.8,1.0,7,-3.5
O=C(CNS(=O)(=O)c1cccs1)NCc1ccccc1,-1,2,-4,2,9,4,-0.2,-0.3,-3,0.3
O=C(CCNS(=O)(=O)c1ccccc1)OCc1nnc(-c2ccccc2)o1,x,1,6,x,-3,-4,i,1.7,-7,-1.1
N=C1C(c2ccccc2)=C(O)CN1c1ccccc1N1CCOCC1,6,4,2,26,3,-20,-1.7,-2.0,4,1.5
Cc1cccc(SC2CCN(C(=O)C3CCC(=O)N(C4CC4)C3)CC2)c1 (configuration not stated),-4,0,13,35,-8,-1,0.7,x,1,1.1
CSC1=N/C(=C\c2c(F)cccc2Cl)C(=O)S1,1,2,6,0,-11,-5,0.0,x,5,2.7
COc1cccc(CN2CCN(Cc3cccc4c3OCO4)CC2CCO)c1 (configuration not stated),-1,0,6,20,-10,-11,i,-0.5,2,-3.0
COc1cc(C(=O)Nc2ccc3oc(-c4cccnc4)nc3c2)cc(OC)c1OC,-3,-1,9,18,0,-14,-0.8,x,1,2.4
CC(=NNC(=S)N(Cc1ccccn1)Cc1ccccn1)c1cnccn1,x,-1,18,x,x,94*,0.0,x,0,x
COc1ccc(S(=O)(=O)Nc2nc3n(n2)C(c2ccc(Cl)cc2)CC(=O)N3)cc1 (configuration not stated),0,1,2,-2,0,-24,i,x,-3,-4.7
COc1ccc(-c2c(-c3ccc(O)cc3O)n[nH]c2C(F)(F)F)cc1,7,-1,11,13,6,-8,i,10,4,-3.0
O=C(CN1CCOCC1)N/N=C/c1ccc(-c2cccc(Cl)c2Cl)o1,4,1,28,25,0,i,-0.8,0.5,6,-4.7
COc1ccc(CN2CCN(C(=O)c3ccc(F)cc3)CC2)c(OC)c1,2,-1,3,22,4,1,2.2,-2.1,-2,-1.6
Cc1ccc(CNC(=O)CN2C(=O)c3ccccc3S2(=O)=O)cc1,-3,-1,1,15,-1,2,-0.4,6.7,1,-0.2
CN(C(=O)c1cccc(NC(=O)Cc2cccc(NC(=O)C3CCCN(C(=O)CCc4ccccc4)C3)c2)c1)C1CCC1 (configuration not stated),x,-1,3,x,x,-15,i,-1.5,3,x
CCCCn1cnc2c(=S)nc(N)[nH]c21,4,-3,20,6,-5,0,-0.1,-2.6,1,2.0
CC(C)[C@H](NC(=O)C1CCN(S(=O)(=O)c2ccccc2)CC1)C(=O)NCc1ccccc1,-2,0,6,65,-1,-10,-7.3,-0.1,0,-3.2
CC(=O)Nc1cccc(Oc2cc(C#N)c(C#N)cc2N2CCCCCC2)c1,-9,2,11,-4,-9,-16,-0.8,-0.5,-2,-2.6
O=C(COC(=O)C1CC(=O)N(Cc2ccccc2)C1)c1ccc(F)cc1 (configuration not stated),1,4,1,9,11,-3,-0.5,x,-13,-2.3
c1cnc2ccc3ncccc3c2c1,3,0,0,-10,-1,-7,0.0,-1.2,-17,-3.4
O=S(=O)(N1CCCCC1)N1CCCN(S(=O)(=O)N2CCCCC2)CC1,0,4,13,1,-5,-20,i,-4.8,-4,0.6
C/C(=N\N(C)c1ccccc1)c1c(O)[nH]c(=O)[nH]c1=O,-6,-2,3,6,5,x,-0.4,x,-6,-0.6
CC1CN(S(=O)(=O)c2cccc(C(=O)Nc3ccc(S(=O)(=O)Nc4ncccn4)cc3)c2)CC(C)O1 (configuration not stated),1,0,8,0,x,-9,-0.5,-1.2,-3,x
COc1cccc(C(=O)Cn2c(=O)n(CC3CCCO3)c(=O)c3ccccc32)c1 (configuration not stated),0,1,-4,15,2,-9,0.5,9.9,11,1.3
COc1ccc(-c2csc(NC(=O)c3c(C)noc3C)n2)cc1F,x,-4,4,x,x,0,i,4.1,2,x
CCn1c(O)c(C=Nc2ccc(N3CCOCC3)cc2)c(=O)n(CC)c1=S,5,1,4,-4,-10,-12,-0.2,-6.3,-241,3.8
COC(=O)C1=C(c2ccc(C(C)=O)cc2)C[C@@H]2CC[C@H]1N2C(=O)N1CCCCC1,x,-3,1,x,6,-10,i,10,-1,5.1
COc1ccc(-c2cc(C(F)(F)F)n3ncc(C(=O)Nc4c(C)n(C)n(-c5ccccc5)c4=O)c3n2)cc1,0,x,x,26,4,x,x,x,x,-0.8
CN(C)CCOc1ccc2c(c1)C(=O)C(=Cc1ncc([N+](=O)[O-])n1C)C2,x,3,32*,x,x,x,i,0.0,7,x
CCOc1ccccc1C(=O)NCC(=O)OCC(=O)N1CCCC1,x,2,1,x,-4,0,i,0.9,5,-0.5
CCc1cccc(OCC(=O)Nc2cc(Cl)ccc2-n2cncn2)c1,x,3,-1,x,-1,-11,0.4,4.8,-3,-0.3
Cc1cc(NC(=O)CCC(=O)N(CC(=O)NC2CCCC2)c2cccc(C)c2C)no1,4,2,11,x,-8,-8,-0.3,-0.4,2,2.4
Cc1cc(F)ccc1NC(=O)Nc1ccc2c(c1)OCO2,4,-3,5,-2,-7,-1,3.1,0.4,7,-1.2
NNC(=O)C1SCCN1S(=O)(=O)c1ccc(Cl)cc1 (configuration not stated),x,-2,-6,x,-1,-4,-0.8,0.5,4,-2.5

Not all compounds are listed; the hit share may differ from the screen's.
